# ALOX12 inhib: inhibitors of human 12-lipoxygenase (ALOX12); Potency, µM (top dose mostly 57.1 µM), for inactives: top-dose activity change, negative = inhibition, most hits filed as inhibitors; purified 12-hLO, xylenol orange hydroperoxide absorbance; hit rate 0.12% among 150,000; also: potency is read from the fitted curve at half-maximal effect; nearly all actives have a fitted effect of over 55% in size; many of its hits are not listed in these tables
#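 Hydroperoxide output read as Fe(III)-xylenol orange absorbance, 573-to-405 nm ratio, after 30 min reaction with 40 uM arachidonic acid. Enzyme: 150 nM purified human 12hLO, 15 min compound preincubation; 25 mM Hepes pH 7.0, room temperature.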
# IMPase cell inh: IMPase inhibition in cells. P97697. CHO-M1 cells, IP1 accumulation, HTRF TR-FRET ratio. inhibition (IP1 accumulation), % at 46.1 µM. 120,000 tested, under 10 active. AID 901; active = well fitted curve in the direction sought with a large enough effect in the signal ratio, not every such curve was filed as active; inconclusive = small, poorly fitted or top-dose-only effect, or a change in a side signal; inactive = no such curve, though single readings can be large or run the other way; the % refers to the signal ratio;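 also: cells stimulated with carbachol in lithium chloride buffer; plate controls were DMSO basal wells for no effect and reference inhibitor wells for full effect; higher means more IMPase inhibition seen as more IP1 and lower FRET ratio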
# Target sequence (P97697 whole entry, looked up): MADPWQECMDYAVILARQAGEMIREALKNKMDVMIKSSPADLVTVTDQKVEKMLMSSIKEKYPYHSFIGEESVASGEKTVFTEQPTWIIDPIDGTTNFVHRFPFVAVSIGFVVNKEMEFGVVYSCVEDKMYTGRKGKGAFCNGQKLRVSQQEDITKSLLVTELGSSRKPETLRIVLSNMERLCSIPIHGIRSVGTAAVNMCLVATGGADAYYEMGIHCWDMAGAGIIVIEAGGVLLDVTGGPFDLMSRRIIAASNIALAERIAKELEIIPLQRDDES
#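 CHO-M1 cells (CHO stably expressing M1 receptor), compound up to 46 uM final, stimulated with carbachol (50 uM as added) in buffer with 50mM LiCl, pH 7.4, 30 min at 37C. Cytosolic IP1 read by TR-FRET; AC50 from Hill fits.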
# PNC assembly inh: perinucleolar compartment assembly inhibition | PC3M PTB-GFP, PNC prevalence imaging, 16 h; active compounds read low | activity change (PNC), negative = inhibition, % at 10 µM | hit rate 3.1% among 140,000 | AID 2417;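 active = readout at or below -70, meaning at least 70% loss of cells showing the perinucleolar compartment, a nuclear body marking cancer cells; inconclusive = readout between -30 and a set limit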;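 also: plate controls were DMSO wells for no effect and camptothecin positive control wells for full effect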
#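 PC3M cells stably expressing PTB-GFP, 750–1000 cells/well, treated 16 h at 37 °C with compound (23 nl of library stock), in duplicate. After paraformaldehyde fixation and Hoechst stain, imaged at 20x; PNC prevalence scored by image analysis.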
# 15-hLO-2 inh: inhibitors of human 15-lipoxygenase 2 (ALOX15B) | purified 15hLO-2, xylenol orange hydroperoxide absorbance | hit rate 0.56% among 110,000 | AID 881 | Potency, µM (top dose mostly 57.1 µM), inactives show top-dose activity change, negative = inhibition, hits mostly inhibitors | O15296; also: potency is read from the fitted curve at half-maximal effect; nearly all actives have a fitted effect of over 60% in size; many of its hits are not listed in these tables
# Target sequence (O15296 whole entry, looked up): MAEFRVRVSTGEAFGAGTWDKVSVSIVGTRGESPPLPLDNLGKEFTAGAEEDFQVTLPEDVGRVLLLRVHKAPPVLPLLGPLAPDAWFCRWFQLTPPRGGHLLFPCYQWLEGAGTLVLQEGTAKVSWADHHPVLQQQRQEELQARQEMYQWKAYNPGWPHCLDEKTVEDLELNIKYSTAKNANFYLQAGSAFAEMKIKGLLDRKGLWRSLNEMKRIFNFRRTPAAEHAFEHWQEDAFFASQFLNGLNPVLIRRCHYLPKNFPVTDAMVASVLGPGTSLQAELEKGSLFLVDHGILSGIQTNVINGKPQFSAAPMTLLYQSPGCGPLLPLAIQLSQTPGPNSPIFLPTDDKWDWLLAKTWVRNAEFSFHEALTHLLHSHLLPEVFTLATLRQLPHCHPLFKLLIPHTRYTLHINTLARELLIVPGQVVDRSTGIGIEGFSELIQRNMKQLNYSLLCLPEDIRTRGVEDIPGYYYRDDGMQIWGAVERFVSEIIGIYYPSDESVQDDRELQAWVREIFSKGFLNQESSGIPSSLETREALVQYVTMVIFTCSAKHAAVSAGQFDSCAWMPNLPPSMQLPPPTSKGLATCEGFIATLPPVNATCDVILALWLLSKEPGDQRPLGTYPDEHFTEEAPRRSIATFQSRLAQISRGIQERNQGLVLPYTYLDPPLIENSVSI
#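 Screening format was qHTS against 50 nM purified 15hLO-2 in Hepes pH 7.5 with detergent. Activity follows hydroperoxide formation from 45 uM arachidonic acid, measured as 573:405 nm absorbance ratio of the ferric-xylenol orange complex.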
# An asterisk follows results filed as active; ? = inconclusive; nt = not tested or not shown; & = joins results of further samples; [ ] = dose if it differs, or a comment. Unless noted, calls follow the shape of the dose curve; as a rule, active = well fitted curve in the direction sought with a large enough effect; inconclusive = small, poorly fitted or top-dose-only effect, or another doubt; inactive = no such curve, though single readings can be large; an effect the other way counts as inactive or inconclusive. Unless noted, % is scaled to controls: 0 for no effect and ±100 for the full control effect. An excerpt. The share of hits here may be higher or lower than overall.
1. Cc1ccc(-n2nc(C)c3c2NC(=O)CSC3c2ccc3c(c2)OCO3)cc1 (stereo not drawn)
2. O=C(O)[C@@H](O)[C@@H](O)[C@@H]1[O][Sb][O][C@@H]1CO
3. CN(C)c1ccc(NC(=O)CN2C(=O)CN=C(c3ccccc3)c3ccccc32)cc1
4. O=C1NC(=O)N(c2ccc3c(c2)OCO3)C(=O)/C1=C\c1ccc(N2CCCCC2)o1
5. NC[C@@H](CC(=O)O)c1ccc(Cl)cc1
6. COc1ccc(C2=NCc3nnc(C)n3-c3ccc(Cl)cc32)cc1Cl
7. COc1ccc(OC)c([C@H](O)[C@H](C)N)c1
8. O=C(CSC1c2ccccc2-c2ccccc21)N/N=C/c1ccccc1O
9. CC(C)(C)c1nc(NCc2ccc3c(c2)OCO3)c2nnn(Cc3ccccc3Cl)c2n1
10. COc1ccc(OCC(=O)N2CCN(C3CCC(c4ccccc4)CC3)CC2)cc1 (stereo not drawn)

Screen / compound no. | 1 | 2 | 3 | 4 | 5 | 6 | 7 | 8 | 9 | 10
ALOX12 inhib | ? | 1%[11.4 µM] | -6% | -1% | -4% | 5% | -1%[25.6 µM] | -15% | -4% | -1%
IMPase cell inh | 8 | nt | 2 | -14 | -7 | -3 | 0[20.6 µM] | -6 | -3 | nt
PNC assembly inh | 48 | nt | 21 | ? | nt | -10 | nt | -11 | 110 | 20
15-hLO-2 inh | -13% | 9%[11.4 µM] | -8% | nt | 12% | nt | 9%[25.6 µM] | 30%[activator] | nt | nt

# Entries of single compounds, quoted from the list. Order of values: ALOX12 inhib | IMPase cell inh | PNC assembly inh | 15-hLO-2 inh
# CC(C)(C)c1nc(NCc2ccc3c(c2)OCO3)c2nnn(Cc3ccccc3Cl)c2n1 across the screens: -4% | -3 | 110 | nt
# CN(C)c1ccc(NC(=O)CN2C(=O)CN=C(c3ccccc3)c3ccccc32)cc1 across the screens: -6% | 2 | 21 | -8%
# O=C1NC(=O)N(c2ccc3c(c2)OCO3)C(=O)/C1=C\c1ccc(N2CCCCC2)o1 across the screens: -1% | -14 | ? | nt
# O=C(CSC1c2ccccc2-c2ccccc21)N/N=C/c1ccccc1O across the screens: -15% | -6 | -11 | 30%[activator]
# COc1ccc(C2=NCc3nnc(C)n3-c3ccc(Cl)cc32)cc1Cl across the screens: 5% | -3 | -10 | nt

# (further entries)
11. CC(=NCCN1CCOCC1)c1c(O)n(C2CCCCC2)c(=O)[nH]c1=O
12. c1csc(CN2CCC3(CCNCC3)CC2)n1
13. CCn1c(=O)cc(SCC(=O)N2CCC3(CC2)OCCO3)c2ccccc21
14. CC[C@@H](CO)NC(=O)[C@H]1C=C2c3cccc4[nH]cc(c34)C[C@H]2N(C)C1
15. Cn1c2ccccc2c2c(C(=O)N3CCC4(CC3)OCCO4)cn(C3CCCCC3)c(=O)c21
16. CN(C)C(Cc1ccccc1)C(=O)c1ccccc1 (stereo not drawn)
17. CC(C)C/C(=N/O)c1c[nH]c2ccccc12
18. CCCCn1c(NC(=O)c2ccc(Br)o2)c(C(=O)OCC)c2nc3ccccc3nc21
19. O=C(c1ccc(Cl)cc1)C12CN3CN(CN(C3)C1)C2
20. CCOC(=O)c1cncn1[C@@H](C)c1ccccc1

Screen / compound no. | 11 | 12 | 13 | 14 | 15 | 16 | 17 | 18 | 19 | 20
ALOX12 inhib | 0% | 11% | -6% | -2% | -5% | -2% | -3% | -8% | -3% | 0%[25.6 µM]
IMPase cell inh | 3 | nt | -20 | 1 | -6 | nt | -1 | nt | -4 | -8[20.6 µM]
PNC assembly inh | 24 | nt | -23 | nt | 17 | ? | 8 | 7 | 22 | nt
15-hLO-2 inh | -4% | 13% | -4% | 11% | 2% | nt | -5% | nt | -1% | 11%[25.6 µM]

21. CCC(C)n1c(O)c(C(c2ccccn2)c2c(O)n(C(C)CC)c(=S)[nH]c2=O)c(=O)[nH]c1=S (stereo not drawn)
22. CCC(CC)N1CCN(C(=O)Cc2ccccc2)CC1
23. Oc1c(Br)cc(Br)cc1Br
24. C=CCN1C(=O)C2(C(C(=O)OCC)=C(N)Oc3ccccc32)c2c1c1ccccc1oc2=O (stereo not drawn)
25. CC(C)C(=O)c1cn(Cc2ccccc2C#N)c2ccccc12
26. O=c1cccc2n1CC1CC2CN(Cc2ccc3c(c2)OCO3)C1 (stereo not drawn)
27. N#CCP(=S)(c1ccccc1)c1ccccc1
28. O=c1[nH]c(=S)n(-c2ccccc2F)c(O)c1C=NCc1ccco1
29. CC1CC(Cl)CCC1C(=O)OC(C)(C)C (stereo not drawn)
30. CCC12CN3CCN(CC(C3)/C1=N\O)C2

Screen / compound no. | 21 | 22 | 23 | 24 | 25 | 26 | 27 | 28 | 29 | 30
ALOX12 inhib | ? | -1% | -7% | -17% | -9% | -17% | 1% | -5% | -2% | -8%
IMPase cell inh | -3 | -1 | nt | 12 | 2 | 2 | nt | nt | nt | 2
PNC assembly inh | ? | ? | nt | -15 | 65 | 8 | -21 | 51 | nt | 13
15-hLO-2 inh | -23% | nt | -18% | -18% | -7% | -3% | nt | nt | -3% | 4%

31. O=[N+]([O-])c1ccc(Cl)c(Cl)c1Cl
32. CC(C)n1cc2c3c(cccc31)[C@@H]1C[C@H](C(=O)O[C@@H](C)[C@H](C)O)CN(C)[C@H]1C2
33. COc1ccc2cc1Oc1ccc(cc1)C[C@H]1c3cc(c(OC)cc3CCN1C)Oc1c(OC)c(OC)cc3c1[C@@H](C2)N(C)CC3
34. COC(=O)C(O)C(O)(CCC(C)C)C(=O)OC1C(OC)=CC23CCCN2CCc2cc4c(cc2C13)OCO4 (stereo not drawn)
35. CC(=NCc1ccco1)c1c(O)n(Cc2ccccc2)c(=O)[nH]c1=O
36. O=C1NC(=O)C(CCc2ccccn2)(Cc2cccc(Cl)c2Cl)C(=O)N1c1ccc(Br)cc1 (stereo not drawn)
37. O=C(O)CN1C(=O)CN=C(c2ccccn2)c2cc(Cl)ccc21
38. O=P(C(c1c[nH]c2ccccc12)N1CCOCC1)(N1CCOCC1)N1CCOCC1 (stereo not drawn)
39. O=[N+]([O-])c1ccc(N2CCNCC2)cc1NCc1ccco1
40. OCC(Cl)CCl (stereo not drawn)

Screen / compound no. | 31 | 32 | 33 | 34 | 35 | 36 | 37 | 38 | 39 | 40
ALOX12 inhib | 2% | -2% | 5%[11.4 µM] | -1%[0.00818 µM] | -7% | -2% | -1%[11.4 µM] | 2% | -4% | -2%
IMPase cell inh | nt | 1 | 9[20.6 µM] | nt | -5 | nt | nt | 1 | nt | nt
PNC assembly inh | nt | nt | nt | nt | 12 | -14 | nt | ? | -6 | nt
15-hLO-2 inh | 0% | 19% | 24%[11.4 µM] | 5%[0.0915 µM] | 13% | nt | 0%[11.4 µM] | nt | nt | 0%

41. C=Cn1ccnc1P(=S)(c1nccn1C=C)c1nccn1C=C
42. CCC(=O)N1c2ccc(S(=O)(=O)CCC(=O)N3CCC4(CC3)OCCO4)cc2CC1C (stereo not drawn)
43. CCN1CCN(c2cc(N3CCCC3)c([N+](=O)[O-])cc2F)CC1
44. O=c1[nH]c(=O)n(Cc2ccc(F)cc2)c(O)c1C=NCCCO
45. C=C(c1ccccc1)P(=O)(O)O
46. O=C1OC(c2ccc(O)c(S(=O)(=O)O)c2)(c2ccc(O)c(S(=O)(=O)O)c2)c2c(Br)c(Br)c(Br)c(Br)c21
47. CCCN1CCc2cc(O)cc3c2[C@H]1Cc1ccc(O)c(O)c1-3
48. Cc1cccc(-n2c(O)c(/C=N/Nc3nc4c(c(=O)n(C)c(=O)n4C)n3C)c(=O)[nH]c2=S)c1
49. COc1cc(C2c3cc4c(c(O)c3CC3COC(=O)C32)OCO4)cc(OC)c1OC (stereo not drawn)
50. Nc1ccccc1C(=O)OCCOc1ccccc1

Screen / compound no. | 41 | 42 | 43 | 44 | 45 | 46 | 47 | 48 | 49 | 50
ALOX12 inhib | -7% | 3% | 1% | -1% | -2% | 0%[0.00818 µM] | -22% | -10% | 1% | 7%
IMPase cell inh | 10 | -2 | nt | 5 | nt | nt | 12 | ? | nt | -6
PNC assembly inh | -1 | 24 | 46 | 3 | -113* | nt | nt | -28 | nt | -7
15-hLO-2 inh | 9% | -4% | nt | 4% | nt | 1%[0.0915 µM] | -21% | nt | 3% | 6%

51. O=c1[nH]c(=O)n([C@H]2C[C@H](O)[C@H](CO)O2)cc1/C=C\Br
52. C=CCN1C(=O)/C(=C/c2ccc3c(c2)CCCN3CCC)C(=O)NC1=S
53. CN[C@@H]1C[C@H]2O[C@@](C)([C@@H]1OC)n1c3ccccc3c3c4c(c5c6ccccc6n2c5c31)C(=O)NC4
54. Cc1cccc(OP(=O)(Nc2cccnc2)Oc2cccc(C)c2)c1
55. O=C(Oc1ccccc1)N1CCC[C@@]2(CCN(Cc3nccs3)C2)C1
56. c1ccc2c([C@@H]3CCN(CCN4CCOCC4)C3)c[nH]c2c1
57. CC(=NCCC(c1ccccc1)c1ccccc1)c1c(O)n(C)c(=O)n(C)c1=O
58. O[C@@H]1CCCC[C@H]1N1CCC(c2ccccc2)CC1
59. O=C(CCNS(=O)(=O)c1ccccc1)Nc1ccc(Cl)cc1C(=O)c1ccccc1
60. CCN1CCC2(CCNC2)C1 (stereo not drawn)

Screen / compound no. | 51 | 52 | 53 | 54 | 55 | 56 | 57 | 58 | 59 | 60
ALOX12 inhib | -4% | -18% | -5%[0.00818 µM] | -2% | -3% | 4%[11.4 µM] | 3% | 0%&8% | -3% | 0%
IMPase cell inh | ? | -1 | nt | 0 | nt | nt | 1 | 1&2 | 5 | 3
PNC assembly inh | nt | 12 | nt | ? | nt | nt | -12 | 31 | -15 | 18
15-hLO-2 inh | 2% | nt | 1%[0.0915 µM] | nt | -3% | -5%[11.4 µM] | nt | 4%&4% | nt | 3%

61. C=CCN1C(=O)/C(=C/c2cc(C)n(-c3cccnc3)c2C)C(=O)NC1=S
62. CC(C)C[C@H]1C(=O)N2CCCC2[C@]2(O)O[C@](NC(=O)[C@@H]3C=C4c5cccc6[nH]cc(c56)CC4N(C)C3)(C(C)C)C(=O)N12 (stereo partly drawn)
63. O=c1[nH]c(=S)n(C2CC2)c(O)c1/C=N/Nc1cccc2ccccc12
64. CSCCC(N=Cc1c(O)n(-c2ccc(Br)cc2)c(=O)[nH]c1=O)C(=O)OC(C)(C)C (stereo not drawn)
65. COC(=NC1CCCC1)C(O)c1c[nH]c2ccccc12 (stereo not drawn)
66. C[C@@H]1O[C@H](OC2[C@@H](O)[C@H](O)C(O)[C@H](O)[C@H]2O)[C@@H](N)C[C@@H]1N=C(N)C(=O)O (stereo partly drawn)
67. CCCCCCOc1ccc(C(=O)n2cnc(N)n2)cc1
68. COP(=O)(OC)OC=C(Cl)Cl
69. C=CCn1c(=O)c(C=Nc2cccnc2Cl)c(O)n(CCCC)c1=O
70. C[C@H]1O[C@H](O[C@H]2[C@H](O)[C@@H](O)[C@@H](O)[C@H](O)[C@@H]2O)[C@@H](N)C[C@@H]1NC(=N)C(=O)O
71. O=C(O)COc1ccccc1
72. CCC12C=CCN3CCC4(c5ccc(OC)cc5N(C)C4[C@@](O)(C(=O)OC)C1OC(C)=O)C32 (stereo partly drawn)

Screen / compound no. | 61 | 62 | 63 | 64 | 65 | 66 | 67 | 68 | 69 | 70 | 71 | 72
ALOX12 inhib | -13% | -4%&-6% | ? | 3% | -8% | 4%[11.4 µM] | 4% | 0%&-4% | -7% | -5% | -2% | 3%
IMPase cell inh | nt | 9 | -6 | 1 | 6 | nt | 3 | nt | nt | nt | nt | nt
PNC assembly inh | 39 | -5 | 16 | 56 | 109 | nt | -26 | nt | -29 | nt | nt | nt
15-hLO-2 inh | nt | -13% | nt | -6% | nt | -10%[11.4 µM] | 36%[activator] | -10%&-7% | nt | 17% | -7% | 4%

# Bioassay records from PubChem BioAssay.
